# Bioassay records deposited in PubChem BioAssay by several laboratories.
# OPRM1-OPRD1 inv = inverse agonist of human OPRM1-OPRD1 heterodimerization | cell-based MOR-DOR heterodimer luminescence, inverse agonism | inhibition, % at 9.3 µM | hit rate 0.21% among 340,000 | AID 504357; in the data active = inhibition above about 22%, passing the limit was not always enough;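 also: 0% = cells with DMSO and 100% = wells without cells with DMSO; values of inactives mirror those of a sister screen read the other way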
# Target sequence (P35372 whole entry, looked up): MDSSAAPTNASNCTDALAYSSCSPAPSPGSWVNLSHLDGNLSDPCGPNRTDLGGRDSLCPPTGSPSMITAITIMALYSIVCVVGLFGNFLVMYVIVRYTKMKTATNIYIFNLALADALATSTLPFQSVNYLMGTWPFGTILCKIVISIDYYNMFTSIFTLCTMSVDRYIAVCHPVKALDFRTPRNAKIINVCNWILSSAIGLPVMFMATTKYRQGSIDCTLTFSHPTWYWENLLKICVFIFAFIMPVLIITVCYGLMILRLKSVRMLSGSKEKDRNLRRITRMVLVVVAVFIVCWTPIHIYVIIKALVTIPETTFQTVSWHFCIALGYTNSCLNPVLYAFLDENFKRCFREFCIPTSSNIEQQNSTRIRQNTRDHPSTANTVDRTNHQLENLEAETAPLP
# Target sequence (P41143 whole entry, looked up): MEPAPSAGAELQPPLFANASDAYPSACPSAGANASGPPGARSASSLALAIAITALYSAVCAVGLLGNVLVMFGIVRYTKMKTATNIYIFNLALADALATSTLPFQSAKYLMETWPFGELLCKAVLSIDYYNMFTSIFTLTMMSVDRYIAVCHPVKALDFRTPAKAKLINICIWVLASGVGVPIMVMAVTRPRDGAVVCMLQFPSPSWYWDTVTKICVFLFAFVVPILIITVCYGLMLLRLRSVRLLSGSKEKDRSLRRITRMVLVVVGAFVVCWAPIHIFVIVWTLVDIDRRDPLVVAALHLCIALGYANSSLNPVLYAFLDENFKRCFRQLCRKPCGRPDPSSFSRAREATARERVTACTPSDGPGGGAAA
# RTF Ca sens inh = cardiac RTF calcium desensitization; P19429+P45379; IANBD-labeled cardiac RTF, Ca2+ fluorescence; inhibition, % at 7.15 µM; hit rate 0.12% among 340,000; AID 493244;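 active = inhibition above the mean inhibition of all tested compounds plus 3 SD, cut at about 17% in these data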;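 also: assay run at fixed EC70 calcium of 1.6 mM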
# Arrestin-AP2 inh = inhibitors of human beta-arrestin and AP2 interaction | FITC-arrestin peptide / GST-AP2 beads, flow cytometry; AP2 beta2 appendage carries R879A mutation | inhibition, % at 10 µM | hit rate 0.31% among 340,000 | AID 504490;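 active = inhibition above a set limit, near 3 SD of compounds lacking own fluorescence, cut at about 54% in these data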;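 also: plate controls were DMSO wells for no effect and 5 µM unlabelled arrestin peptide for full effect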
#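 System: GST-AP2 R879A glutathione beads. Medium: PBS with 0.05% Tween 20 and 0.1% BSA. Also added: FITC-arrestin peptide, 50 nM. Incubation: 12 min plus 1 h, RT. Measured by: high-throughput flow cytometry of beads, ex 488, em 535 nm. Evaluation: percent drop in bead-associated FITC signal.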
# Wnt bcat act = Wnt/beta-catenin pathway activation | Wnt/beta-catenin reporter cell assay, activator, plate reader | hit rate 1.2% among 300,000 | activation, % at 9.35 µM; in the data active = activation above about 30%, passing the limit was not always enough;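 also: 0% = neutral control wells and 100% = positive control wells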
# OPRM1-OPRD1 ag = OPRM1-OPRD1 heterodimerization agonism | hit rate 0.3% among 340,000 | AID 504326 | cells, luminescence | activation, % at 9.3 µM; in the data active = activation above about 18%;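 also: 0% = vehicle-treated cells and 100% = reference agonist; values of inactives mirror those of a sister screen read the other way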
# Keap1 Nrf2 FP = Keap1-Nrf2 (human) interaction inhibition | Keap1 Kelch-Nrf2 peptide fluorescence polarization, 1536-well | Q14145 | inhibition, % at 9.4 µM | hit rate 0.15% among 340,000; in the data active = inhibition above about 12%;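 also: human Keap1 Kelch domain with fluorescein labeled Nrf2 9mer peptide probe; 0% = neutral control wells and 100% = peptide positive control; higher means more block of Keap1 binding to Nrf2 peptide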
# Pemphigus Ab inh = human desmoglein-3 autoantibody binding inhibition; P32926; DSG3-coupled beads, scFv-anti-DSG3-GFP binding, flow cytometry; hits give low values; binding (percent of control), % at 10 µM; hit rate 0.48% among 310,000;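 active = binding more than 3 SD below its plate's average and above zero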;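 also: hits lower antibody fragment binding to DSG3; some compounds called inactive have numbers as strong as hits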
# LANA DNA inh = inhibitors of KSHV LANA C-terminal domain DNA binding | MBP-C-LANA/FAM-LBS DNA binding, fluorescence polarization | inhibition, % at 9 µM | hit rate 0.078% among 340,000;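 active = highest replicate inhibition at or above 60% at 9 µM, even if other replicates fall short; inactive = all replicates below 60% inhibition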;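 also: 0% = neutral control wells and 100% = 4 µM acridine orange control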
# V-ATPase pH = yeast V-ATPase proton transport regulation by pHLuorin | response, % at 10 µM | S. cerevisiae, pHLuorin cytosolic pH fluorescence | hit rate 0.37% among 350,000; in the data active = response mostly above about 7.3%, no sharp cut-off; inactive = mostly below about 5.4%; also: actives read high; inactives centre near 0; some compounds called inactive have numbers as strong as hits; reference of the scale not given here
# RTF Ca sens act = increases calcium sensitivity of human cardiac regulated thin filaments; IANBD-labeled TnC RTF fluorescence at EC20 calcium; 0% EC20 calcium, 100% full calcium; activation, % at 7.2 µM; hit rate 0.24% among 340,000; P19429+P45379;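 active = activation above the mean over all tested compounds plus 3 SD, cut at about 30% in these data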;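 also: rise in fluorescence read as greater calcium sensitivity of cardiac thin filaments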
# The depositor's hits bear a star; / = no result given.
SMILES,OPRM1-OPRD1 inv,RTF Ca sens inh,Arrestin-AP2 inh,Wnt bcat act,OPRM1-OPRD1 ag,Keap1 Nrf2 FP,Pemphigus Ab inh,LANA DNA inh,V-ATPase pH,RTF Ca sens act
COc1ccc(NC(=O)c2ccccc2Oc2ccccc2)cc1,-2,-2,41,-1,0.5,-1,124,0.8,1,-4
COc1ccc(NC(=O)CSc2nc3nc(-c4cccs4)cc(C(F)(F)F)c3c(=O)[nH]2)c(OC)c1,13,1,4,3,-2.9,-1,101,0.0,-1,-2
Cc1cccc(N2CCN(C(=O)COc3ccc4c(C)cc(=O)oc4c3C)CC2)c1C,-1,-6,-6,1,0.1,-4,/,-0.6,0,1
CCOc1ccc(CNc2nc3ccccc3n2C)cc1,1,-7,2,15,-0.2,5,105,/,-1,6
COCCNC(=S)NN=C1CCCCC1,-5,6,-12,-1,1.2,-2,92,-1.3,-2,2
CCCc1nc2c(s1)CCc1onc(-c3ccc(OC)cc3)c1-2,3,-7,0,1,-0.6,0,95,0.9,0,-3
Cc1csc(NC(=O)Cn2nc(C)c([N+](=O)[O-])c2C)n1,16,-3,-13,0,-3.3,2,94,0.8,-4,0
COc1ccc(C)cc1NC(=O)C1CCN(C(=O)Cc2ccccc2)CC1,11,-14,11,-1,-2.3,-5,110,2.4,0,3
CN(CC(=O)Nc1ccc(F)c(F)c1F)C(=O)c1ccc(N2CCCC2=O)cc1,12,0,8,-6,-2.2,-4,126,3.5,-2,-1
S=C(NCCc1ccccc1)N1CCN(C(=S)NCCc2ccccc2)CC1,-31,-10,3,-3,4.8,-1,98,-1.0,0,0

# In a second layout: entries from further up
COc1ccc(C)cc1NC(=O)C1CCN(C(=O)Cc2ccccc2)CC1
  OPRM1-OPRD1 inv = 11; RTF Ca sens inh = -14; Arrestin-AP2 inh = 11; Wnt bcat act = -1; OPRM1-OPRD1 ag = -2.3; Keap1 Nrf2 FP = -5; Pemphigus Ab inh = 110; LANA DNA inh = 2.4; V-ATPase pH = 0; RTF Ca sens act = 3

CN(CC(=O)Nc1ccc(F)c(F)c1F)C(=O)c1ccc(N2CCCC2=O)cc1
  OPRM1-OPRD1 inv = 12; RTF Ca sens inh = 0; Arrestin-AP2 inh = 8; Wnt bcat act = -6; OPRM1-OPRD1 ag = -2.2; Keap1 Nrf2 FP = -4; Pemphigus Ab inh = 126; LANA DNA inh = 3.5; V-ATPase pH = -2; RTF Ca sens act = -1

# New compounds follow
SMILES,OPRM1-OPRD1 inv,RTF Ca sens inh,Arrestin-AP2 inh,Wnt bcat act,OPRM1-OPRD1 ag,Keap1 Nrf2 FP,Pemphigus Ab inh,LANA DNA inh,V-ATPase pH,RTF Ca sens act
CC(=O)N1CCOc2ccc(S(=O)(=O)NCc3ccc(C)cc3)cc21,4,-9,-2,1,-0.7,2,96,0.1,0,2
C=CCN1C(=O)/C(=C\c2ccc(C)cc2)N=C1SCC(=O)NCCC,13,-6,2,/,-2.3,-1,105,0.4,-2,-2
Cc1nn(C(C)C(=O)NCCCN2CCCCCC2)c(=O)c2cc3sccc3n12 (centres undefined),8,3,35,0,-1.5,-1,113,-1.9,-3,-4
CC(C)(C)NCCOCCOc1ccccc1-c1ccccc1,-7,-16,-2,/,1.2,-4,99,0.6,-3,5
CC(NCCC(Cc1ccccc1)c1ccco1)c1ccccc1 (centres undefined),-35,-10,-1,3,6.7,-4,108,1.0,-2,1
O=C(CN(Cc1cccs1)C(=O)CN1C(=O)COc2ccccc21)NCc1ccco1,3,0,-5,/,-0.6,-4,94,0.4,-1,3
Cc1[nH]c(=O)[nH]c(=O)c1S(=O)(=O)N1CCCC(C(=O)NCCC2=CCCCC2)C1 (centres undefined),14,-1,25,-3,-2.7,-4,101,0.0,1,-1
COc1ccc(CCN(C)C(=O)CSc2nc3ccccc3c(=O)n2CC2CCCO2)cc1OC (centres undefined),7,-6,2,0,-1.4,2,106,-1.8,5,4
CCCOc1ccc(/C=N/NC(=O)c2ccc(Cn3cc([N+](=O)[O-])cn3)o2)cc1,-15,-11,-6,/,3.0,2,103,-1.5,3,-4
Cc1ccccc1-n1nnnc1SC(C)C(=O)Nc1ccc(N2CCN(C)CC2)cc1 (centres undefined),9,-5,-5,-2,-1.7,-4,97,-3.3,0,-4
CCOc1ccc(N(CC(=O)Nc2c(C)n(C)n(-c3ccccc3)c2=O)S(=O)(=O)c2ccc(F)cc2)cc1,20,4,18,-2,-3.5,1,97,-0.3,-3,-1
COc1ccc(-c2cc(C(F)(F)F)n3nc(C(=O)N4CCOCC4)c(Cl)c3n2)cc1,-7,-4,-9,/,1.6,0,114,-0.6,1,-1
O=C1c2ccccc2NC(c2ccccc2O)N1O (centres undefined),9,-6,15,6,-1.9,-2,115,-1.4,0,12
COc1ccccc1CCNC(=O)c1cnccn1,11,-9,29,/,-2.0,3,98,-0.2,-1,-1
CC(NC(=O)c1ccccc1)C(c1cccs1)N1CCOCC1 (centres undefined),8,-7,/,-2,-1.4,-6,105,0.1,-5,0
CCCNC(=O)Cn1c(=O)/c(=C\c2ccc(-c3cccc([N+](=O)[O-])c3)o2)s/c1=C\C(=O)C(C)(C)C,8,-4,5,-8,-1.3,6,104,13,2,1
O=C(NCCCN1CCCCC1)C1(S(=O)(=O)c2ccc(Cl)cc2)CC1,10,-2,3,-2,-2.0,0,100,0.6,0,-1
Cc1ccc(/C=N/NC(=O)c2cccc(S(=O)(=O)Nc3cccc(Cl)c3)c2)o1,-96,-3,19,-2,19*,1,104,-0.2,-2,3
COc1ccc2ccccc2c1CNC(C)c1ccccc1 (centres undefined),14,-5,25,0,-3.0,-1,106,0.8,1,-5
Cc1cnn(-c2nc(-c3ccccc3)cc(-c3ccccc3)n2)c1,-19,-3,0,-1,3.8,0,100,1.5,-48,-4
O=C(NC1CCCCC1)NC1CCN(S(=O)(=O)c2ccc3c(c2)OCCO3)CC1,5,0,44,/,-0.9,-4,105,0.9,0,0
CCC(CC)COC(=O)C1=C(C)NC(=O)NC1c1ccc(N(C)C)cc1 (centres undefined),-21,1,28,-2,4.3,-6,95,-0.4,-2,2
CC1CCN(S(=O)(=O)c2ccc3c(c2)CC(C)N3C(=O)C2CCC2)CC1 (centres undefined),2,-2,-20,0,-0.3,1,111,0.5,2,4
COc1ccccc1/C=N/NC(=O)CO,7,1,6,-3,-1.3,-2,93,-1.0,1,1
O=C1CC(c2ccc3c(c2)OCO3)Sc2nc3ccccc3n21 (centres undefined),16,-14,45,/,-2.8,2,100,1.4,5,4
CCC(CC)c1nc2cc(OC)c(OC)cc2c(=O)o1,14,2,-6,/,-2.6,0,95,-2.7,1,-3
COC(=O)CNC(=O)c1cc(-c2ccncc2)nc2ccccc12,19,1,-7,1,-3.0,3,/,22,2,-2
C[C@@H]1CCC(=O)N(C[C@@H](C)CSc2ccc(Br)cc2)CC1,-41,-12,-3,-3,7.0,-4,110,0.7,0,-3
Cc1cc(C)n(CC2CC(=O)N(c3ccccc3)C2=O)n1 (centres undefined),0,-7,-3,-1,0.0,7,/,0.0,4,-6
CC(C)CNC(=O)Nc1ccccc1F,9,-5,9,1,-1.3,4,96,0.7,3,-10
O=C(c1ccc2nc(N3CCOCC3)sc2c1)N1CCN(C(=O)c2ccco2)CC1,6,-4,3,-1,-1.0,-6,108,0.6,4,7
CCN(CC)CCNC(=O)c1cc(-c2ccco2)nc2ccccc12,2,-6,4,-2,-0.3,-3,111,0.2,2,6
O=C(Nc1ccc2ccccc2c1)N1CCN(c2ncccc2C(F)(F)F)CC1,-11,1,5,3,2.2,0,108,0.0,3,11
Cc1oc(-c2ccc(Cl)cc2)nc1CS(=O)CC(=O)NCCCN1CCOCC1 (centres undefined),3,-12,-22,-1,-0.5,-4,/,-1.4,3,0
CCc1ccc(CN2CCCC(CNS(=O)(=O)c3ccc(OC)cc3)C2)cc1 (centres undefined),-13,-7,39,-4,2.6,-1,110,0.9,-1,0
COc1ccc(/C(O)=C2\C(=O)C(=O)N(c3cc(C)on3)C2c2ccccc2OC)cc1 (centres undefined),-5,-7,4,/,0.9,-4,101,-0.7,-2,2
CN(Cc1cnn(C)c1)C(=O)C1CCC(=O)N(Cc2cccc(F)c2)C1 (centres undefined),-1,8,-3,1,0.3,-3,110,0.3,-1,-1
Cc1ccc(C(=O)N(CC(=O)NC2CCCC2)c2ccccc2C)s1,0,-6,-38,-1,0.1,2,97,0.9,-1,-2
CN(CC(=O)Nc1ccccc1Cl)C(=O)COC(=O)C1=COCCO1,9,-2,23,0,-1.6,2,100,-1.6,-5,1
CC(C)C(c1nnnn1CCc1ccccc1)N1CCOCC1 (centres undefined),2,-10,4,/,-0.3,7,94,1.6,-2,4
Cc1ccc(S(=O)(=O)N(CC(=O)N2CCc3ccccc3C2)c2ccc(Cl)c(Cl)c2)cc1,-14,-6,0,/,2.6,4,110,-0.3,-6,-6
O=C(CC(=O)Nc1ccccc1C(F)(F)F)Nc1ccccc1C(F)(F)F,-1,-7,3,-4,0.2,-5,97,-0.9,2,-2
NS(=O)(=O)c1ccc(CCNC(=O)C2CCN(C(=O)Nc3ccccc3)CC2)cc1,8,2,15,3,-1.5,2,57*,1.1,-2,-5
COc1ccccc1CNS(=O)(=O)c1ccc(NC(C)=O)cc1,9,-7,-14,/,-1.6,-4,99,0.5,2,2
Cc1cc(OCC(=O)Nc2ccc(CN3CCOCC3)cc2)c2c(C)c(C)c(=O)oc2c1,20,-1,-7,0,-3.8,-2,97,0.3,1,-2
Cc1cccc(N2C(=O)N3[C@H](c4ccc(Cl)cc4)[C@@H]4C(=O)N(C5CCCCC5)C(=O)[C@@H]4[C@]3(Cc3ccc(Cl)cc3)C2=O)c1,-31,-2,1,/,5.6,7,97,1.3,-5,0
O=C(Cc1n[nH]c(=O)c2ccccc12)N1CCN(S(=O)(=O)c2ccc(F)c(Cl)c2)CC1,15,1,40,-6,-2.9,-4,107,1.2,6,-4
O=C(CSC(=S)N1CCCC1)N(Cc1nnc(-c2ccccc2Cl)o1)C1CC1,23,-9,-4,-2,-6.1,-5,101,0.6,0,4
Cc1ccc(C(=O)O/N=C2\CCSc3ccc(C)cc32)cc1,-1,-8,-6,1,0.1,0,100,-0.5,-3,-3
Cc1ccc(C)c2sc(N3CCN(C(=O)c4ccc([N+](=O)[O-])o4)CC3)nc12,-64,-4,6,-1,9.9,0,/,-0.3,-5,-16

# Additional compounds.
SMILES,OPRM1-OPRD1 inv,RTF Ca sens inh,Arrestin-AP2 inh,Wnt bcat act,OPRM1-OPRD1 ag,Keap1 Nrf2 FP,Pemphigus Ab inh,LANA DNA inh,V-ATPase pH,RTF Ca sens act
O=C(NC(=S)NNC(=O)c1ccccc1O)c1ccccc1,18,4,-8,0,-3.5,3,95,-2.4,1,-2
NC(=O)NC(=O)COC(=O)c1ccc2c(c1)C(=O)N(Cc1ccccc1)C2=O,2,-8,6,3,-0.5,2,94,-0.1,6,3
O=C1OCCC1Sc1nnc(-c2ccco2)o1 (centres undefined),7,0,-2,/,-1.3,0,99,-2.2,-1,1
CC(=O)c1cc(F)c(N2CCN(C(=O)COc3ccc(F)cc3)CC2)cc1C,0,-4,0,/,-0.1,1,106,-1.9,-8,7
Cc1ccc(-n2nnc(-c3cnc4ccccc4c3)n2)cc1,16,3,5,23,-3.5,1,101,-1.6,-1,-2
